High-throughput results from PubChem.
Myeloid diff 2 = compounds promoting myeloid differentiation | AID 624256 | 1% of 360,000 active | ER-HoxA9 myeloid progenitors, lysozyme-GFP differentiation, flow cytometry | calls only at 10 µM;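 active = normalized GFP-positive differentiation at or above the plate's own cutoff, the solvent-only control mean plus 3 SD; inconclusive = no clear call, values can overlap the other calls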;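 also: cells exposed to compound for four days before flow analysis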
T cell modulator = modulates CD8 T cell binding to vesicles | 0.068% of 330,000 active | calls only at 7 µM | 2C CD8+ T cell-vesicle binding, flow cytometry; active compounds read low | AID 2052;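 active = response, share of CD8 T cells binding vesicles, and their 90th percentile fluorescence all below set limits, cut at about 80% in these data, passing the limit was not always enough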
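material = purified 2C TCR transgenic mouse naive CD8+ T cells | controls = Unloaded micro-vesicles (low), QL9 vesicles with 0.7% DMSO (high) | detection = cytometric PE anti-B7-1 and Alexa647 anti-CD8 signals after 1% paraformaldehyde fixation | incubation = binding step 1.5 h, 37 °C, antibody labelling 20 min, ice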
T cell modulator vesicle-bound % = second read-out of T cell modulator, no call of its own (marks repeat the call); double positive events, %; measured here: CD8+ vesicle-bound cell fraction;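 binding gate set so that unloaded-vesicle control wells show 10% double positive cells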
Myeloid diff 2 GFP+ MAC1+ % = also measured in Myeloid diff 2; calls as there; GFP+ MAC1+ double positive, %; measured here: differentiation confirmed by MAC1 staining
Starred values were filed as active, the others as inactive; i = inactive; ? = inconclusive; · = not tested or not shown.

| SMILES | Myeloid diff 2 | Myeloid diff 2 GFP+ MAC1+ % | T cell modulator | T cell modulator vesicle-bound % |
| --- | --- | --- | --- | --- |
| Cc1ccnc(NC(=O)CCC(=O)c2cc(C)sc2C)c1 | i | 0.7 | i | 43 |
| O=C(NC1CCS(=O)(=O)C1)c1ccc(Br)s1 (centres undefined) | i | 0.3 | i | 51 |
| C=CCn1c(SCC(=O)N(CCOC)c2c(N)n(CC(C)C)c(=O)[nH]c2=O)nc2ccccc21 | i | 0.5 | i | 42 |
| Cc1ccnc(NC(=O)C2CCN(S(=O)(=O)c3ccc(Cl)c(C(F)(F)F)c3)CC2)c1 | i | 1.4 | i | 35 |
| Cc1cc(=O)oc2cc(NC(=O)COc3cccc(C(F)(F)F)c3)ccc12 | i | 0.6 | i | 29 |
| CN(C)S(=O)(=O)c1cccc(NC(=O)c2cccc(S(=O)(=O)N3CCc4ccccc43)c2)c1 | i | 0.9 | i | 29 |
| O=C(COC(=O)C1CCC1)Nc1ncc(Cl)cc1Cl | i | 0.1 | i | 46 |
| O=S(=O)(c1ccc2c(c1)CCN2)N1CCCC1 | i | 1.7 | i | 41 |
| COCC(=O)Nc1c(I)c(C(=O)NCC(O)CO)c(I)c(C(=O)N(C)CC(O)CO)c1I (centres undefined) | i | 2.2 | i | 67 |
| NC(=O)c1ccc(Cn2c(C(=O)c3cc(Cl)c(N)c(Cl)c3)c3ccccc3[n+]2[O-])cc1 | i | 0.8 | i | 14 |
| CN(C(=O)c1cccc(NC(=O)C2CCCN(C(=O)OC(C)(C)C)C2)c1)C1CCC1 (centres undefined) | i | 1.9 | i | 11 |
| C[C@H](CO)N1C[C@H](C)[C@@H](CN(C)C(=O)NC2CCCCC2)Oc2c(NS(=O)(=O)c3cccs3)cccc2C1=O | i | 1.7 | i | 10 |
| COc1ccc(Cl)cc1NC(=O)COC(=O)Cc1cc(OC)c(OC)c(OC)c1 | i | 0.8 | i | 31 |
| CCOc1ccccc1N1CCN(C(=O)c2cc3cc(OC)ccc3[nH]2)CC1 | i | 0.9 | i | 39 |
| O=[N+]([O-])c1ccc(O)c(P(=O)(c2ccccc2)c2ccccc2)c1 | i | 0.4 | i | 53 |
| CC(Sc1nc2ccccc2c(=O)n1CC1CCCO1)C(=O)N(C)c1ccccc1 (centres undefined) | i | 0.9 | i | 47 |
| Cc1c(Cl)cccc1NC(=O)C1=COCCO1 | i | 1.1 | i | 56 |
| O=C(COC(=O)c1cc(Cl)ccc1O)c1ccc2c(c1)OCO2 | i | 0.3 | i | 39 |
| CC(C)n1nc(C(=O)Nc2cccc(S(=O)(=O)N3CCOCC3)c2)c2ccccc2c1=O | i | 1.3 | i | 34 |
| O=C(OCC(=O)N1CCc2ccccc2C1)c1ccc(O)cc1 | i | 0.9 | i | 51 |
| O=C(CN1C(=O)NC2(CCCc3ccccc32)C1=O)Nc1ccccc1OC(F)F (centres undefined) | i | 0.9 | i | 35 |
| Cc1ccnc(NC(=O)CNC(=O)c2cccs2)c1 | i | 0.5 | i | 23 |
| Cc1ccc(C2=CC(c3ccc(C)cc3)n3ncnc3N2)cc1 (centres undefined) | i | 1.6 | i | 3 |
| O=C(Nc1ccc(C(=O)N2CCC(N3CCOCC3)CC2)cc1)c1ccc(Br)o1 | i | 1.3 | i | 27 |
| Cc1ccc(S(=O)(=O)N2CCC[C@H]2C(=O)OCC(=O)N2CCc3ccccc32)cc1 | i | 1.1 | i | 49 |
| CC(C)CN(C(=O)C1COc2ccccc2O1)c1c(N)n(CC(C)C)c(=O)[nH]c1=O (centres undefined) | i | 1.4 | i | 52 |
| CCOC(=O)c1cccc(N2CC3CNC(=O)C2(C(=O)OC)N3C)c1 (centres undefined) | i | 0.9 | i | 14 |
| Brc1ccc(CNCC2CCCO2)cc1 (centres undefined) | i | 0.7 | i | 65 |
| O=C(c1cccc(S(=O)(=O)N2CCN(c3ccccc3)CC2)c1)N1CCCC(C(F)(F)F)C1 (centres undefined) | i | 0.6 | i | 11 |
| COC(=O)C1CCN(C(=O)COc2ccc(S(=O)(=O)N3CCOCC3)cc2Cl)CC1 | i | 0.6 | i | 33 |
| Cc1cc(C)cc(NC(=O)COc2coc(CN3CCc4ccccc43)cc2=O)c1 | i | 1.3 | i | 36 |
| C#Cc1ccc2c(c1)COc1c3ccccc3nn1-2 | i | 0.6 | i | 32 |
| Cc1cc(-n2c(C)cc(C(=O)CSc3[nH]c(=O)cc(C(F)(F)F)c3C#N)c2C)no1 | i | 0.2 | i | 30 |
| C[C@@H]1CN([C@@H](C)CO)C(=O)c2cccc(NS(C)(=O)=O)c2O[C@H]1CN(C)CC1CCCCC1 | i | 0.4 | i | 6 |
| Cc1cc(C(=O)NN=Cc2ccc(OC(=O)c3ccco3)cc2)c(C)o1 | i | 0.7 | i | 16 |
| CC(C)(C)OC(=O)C[C@H]1C/C=C\C[C@@H](CC(=O)N(CCO)Cc2ccccc2)C(=O)N[C@@H](Cc2ccccc2)COC1=O | i | 1.1 | i | 17 |
| COc1ccccc1CNC(=O)[C@H](C)NC(=O)C1CCN(C(=O)[C@@H](N)Cc2ccccc2)CC1 | i | 3.3 | i | 55 |
| COc1ccc(C(=O)NCCS(=O)(=O)N2CCc3ccccc3C2)cc1OC | i | 1.0 | i | 44 |
| Cc1ccc(S(=O)(=O)NN=Cc2ccc(N3CCOCC3)cc2)cc1[N+](=O)[O-] | i | 0.7 | i | 41 |
| COc1ccc(-n2nnnc2SCC(=O)N2CCCC2=O)cc1 | i | 0.4 | i | 35 |
| Oc1ccccc1Cc1c(O)ccc2ccccc12 | i | 0.1 | i | 12 |
| COc1cccc(-c2ccc3nnc(SCC(=O)Nc4ccc(NC(C)=O)cc4)n3n2)c1 | i | 0.6 | i | 43 |
| CCOc1ccc(NC(=O)COC(=O)c2cc(C)oc2C)cc1 | i | 1.1 | i | 34 |
| O=C(c1cc(S(=O)(=O)N2CCN(c3ccccc3)CC2)ccc1Cl)N1CCCCCCC1 | i | 0.5 | i | 28 |
| CCN(CC(=O)Nc1ccc(NC(C)=O)cc1)CC(=O)Nc1ccc(Cl)c(Cl)c1 | i | 0.4 | i | 29 |
| COc1ccc([C@H]2CC(=O)C=C(c3ccc(-c4ccccc4)c(F)c3)C2)cc1OC | i | 0.5 | i | 34 |
| COc1ccc(CNC(=O)COC(=O)c2ccc(S(=O)(=O)N3CCCCC3)cc2)cc1 | i | 1.9 | i | 42 |
| COc1cc(/C=N/O)ccc1Oc1cnccn1 | i | 0.7 | i | 58 |
| CCOC(=O)c1ccc(-c2ccc3oc(-c4ccsc4)cc(=O)c3c2)cc1F | i | 0.9 | i | 7 |
| COc1ccc([C@H]2CC(=O)C=C(c3ccc4ncccc4c3)C2)cc1OC | i | 5.5 | i | 27 |
| CCC(C)N(C(=O)COc1ccc(-c2nnco2)cc1)C1CCS(=O)(=O)C1 (centres undefined) | i | 0.8 | i | 36 |
| COc1ccc(NS(=O)(=O)c2cccc(C(=O)NCC3(N4CCCCC4)CCCCC3)c2)cc1 | i | 0.6 | i | 30 |
| CN(C)CC/C=C1/c2ccccc2CS(=O)(=O)c2ccccc21 | i | 0.7 | i | 36 |
| O=C(OCC(=O)N1CCCC1=O)c1cc2ccccc2o1 | i | 1.0 | i | 35 |
| Cc1ccc(NC(=O)CSCC(=O)OC(C)C(=O)Nc2ccc(S(N)(=O)=O)cc2)c(C)c1 (centres undefined) | i | 0.9 | i | 42 |
| CC[C@]12C(=O)N(C)C[C@H]([C@@H]3C(=O)N(C)C(=O)[C@@H]31)N2C(=O)c1ccc(C(F)(F)F)cc1 | i | 0.2 | i | 15 |
| Cc1ccc(Cl)c(NC(=O)COC(=O)c2nn(C)c(=O)c3ccccc23)c1Cl | i | 0.8 | i | 40 |
| CN(C)C(=O)N=NC(=O)N(C)C | i | 3.9 | i | 27 |
| Cc1c(CC(=O)O)c(=O)oc2cc(OCc3ccc(Br)cc3)ccc12 | i | 0.8 | i | 42 |
| CCOC(=O)C1CCN(C(=O)COC(=O)C2CCN(S(=O)(=O)c3ccc(C)c(C)c3)CC2)CC1 | i | 0.7 | i | 51 |

Among those listed so far, these have two or more sulfur atoms.
| SMILES | Myeloid diff 2 | Myeloid diff 2 GFP+ MAC1+ % | T cell modulator | T cell modulator vesicle-bound % |
| --- | --- | --- | --- | --- |
| O=C(NC1CCS(=O)(=O)C1)c1ccc(Br)s1 (centres undefined) | i | 0.3 | i | 51 |
| CN(C)S(=O)(=O)c1cccc(NC(=O)c2cccc(S(=O)(=O)N3CCc4ccccc43)c2)c1 | i | 0.9 | i | 29 |
| C[C@H](CO)N1C[C@H](C)[C@@H](CN(C)C(=O)NC2CCCCC2)Oc2c(NS(=O)(=O)c3cccs3)cccc2C1=O | i | 1.7 | i | 10 |
| Cc1ccc(NC(=O)CSCC(=O)OC(C)C(=O)Nc2ccc(S(N)(=O)=O)cc2)c(C)c1 (centres undefined) | i | 0.9 | i | 42 |

Additional results follow.
| SMILES | Myeloid diff 2 | Myeloid diff 2 GFP+ MAC1+ % | T cell modulator | T cell modulator vesicle-bound % |
| --- | --- | --- | --- | --- |
| Cc1ccc(S(=O)(=O)NC23CC4CC(CC(C4)C2)C3)cc1 | i | 0.8 | i | 15 |
| COc1cccc(C(=O)NCCS(=O)(=O)NCc2ccco2)c1 | i | 0.9 | i | 23 |
| CCn1cc(C(=O)Nc2ccccc2C(=O)OC)cn1 | i | 0.6 | i | 10 |
| C=CCOc1ccc(/C=C/C(=O)OCC(=O)N2CCC(c3ccccc3)=N2)cc1 | i | 0.4 | i | 42 |
| COc1ccc(CN(C)C(=O)CNC(=O)c2cccs2)c(OC)c1 | i | 0.5 | i | 43 |
| O=C(COc1ccccc1Cl)Nc1cccc(S(=O)(=O)NC2=NCCCCC2)c1 | i | 1.5 | i | 33 |
| CC(OC(=O)CCCN=C1NS(=O)(=O)c2ccccc21)C(=O)c1ccccc1 (centres undefined) | i | 0.9 | i | 13 |
| NCCNC(=O)c1ncsc1-c1cccc(F)c1 | i | 1.3 | i | 24 |
| CC1CCCC(NC(=O)CN2C(=O)NC(Cc3c[nH]c4ccccc34)C2=O)C1C (centres undefined) | i | 0.2 | i | 40 |
| CC(Sc1nc2c(N)ncnc2n1CCOc1ccccc1)C(=O)O (centres undefined) | i | 0.6 | i | 25 |
| Cc1ccc(S(=O)(=O)NCCC(=O)N2CCCCCCC2)cc1C | i | 1.2 | i | 55 |
| O=C(CN1C(=O)NC2(CCc3ccccc32)C1=O)Nc1ccccc1Cl (centres undefined) | ? | · | i | 33 |

Individual results from the list:
T cell modulator vesicle-bound %, CCOc1ccccc1N1CCN(C(=O)c2cc3cc(OC)ccc3[nH]2)CC1 reads 39
Myeloid diff 2 GFP+ MAC1+ %, CCN(CC(=O)Nc1ccc(NC(C)=O)cc1)CC(=O)Nc1ccc(Cl)c(Cl)c1 reads 0.4

Next section:
| SMILES | Myeloid diff 2 | Myeloid diff 2 GFP+ MAC1+ % | T cell modulator | T cell modulator vesicle-bound % |
| --- | --- | --- | --- | --- |
| CCOc1ccc(OCC(=O)OCC(=O)NNC(=O)c2ccc([N+](=O)[O-])cc2)cc1 | i | 0.7 | i | 28 |
| CC(=O)c1c(C)[nH]c(C(=O)COc2ccc3c(C)cc(=O)oc3c2)c1C | i | 1.1 | i | 24 |
| COc1cccc(-c2cc3onc(-c4ccccc4)c3c(=O)n2C)c1 | i | 2.0 | i | 14 |
| COc1cc(OC)cc(C(=O)NCCCCc2ccccc2)c1 | i | 0.1 | i | 14 |
| CC1CN(C(=O)COC(=O)c2ccc3ncsc3c2)CC(C)O1 (centres undefined) | i | 0.6 | i | 46 |
| CC1(CCc2ccccc2)NC(=O)N(CC(=O)N2CCCCCC2)C1=O (centres undefined) | i | 0.6 | i | 42 |
| COc1ccc([C@H]2C(C(=O)O)=C[C@@H](CC3CCCC3)N2S(=O)(=O)c2ccc(C)cc2)cc1OC | i | 0.8 | i | 19 |
| CCCCOC(=O)COc1ccc(Cl)cc1Cl | i | 1.2 | i | 26 |
| CCn1cc(C(=O)NCCN(C)C)c(=O)c2cc(F)c(N3CCN(C)CC3)cc21 | i | 0.5 | i | 20 |
| CC(C)(Oc1ccc(Cl)cc1)C(=O)Nc1cccc(S(=O)(=O)NC2=NCCC2)c1 | i | 0.6 | i | 45 |
| O=C(CSc1nnc(-c2ccccc2O)o1)N1CCCCC1 | i | 0.6 | i | 43 |
| Cc1cccc(C)c1-n1nnnc1SCC(=O)c1c(N)n(C2CC2)c(=O)[nH]c1=O | i | 1.0 | i | 54 |
| CC(=O)c1ccc(NC(=O)C(C)OC(=O)CCCN=C2NS(=O)(=O)c3ccccc32)cc1 (centres undefined) | i | 0.9 | i | 31 |
| CCSc1cnn(-c2ccccc2)c(=O)c1Cl | i | 0.4 | i | 59 |
| O=C(Cn1cnc([N+](=O)[O-])c1)NCCc1ccccc1 | i | 1.1 | i | 47 |
| Cc1ccc(NC(=O)c2ccccc2)cc1C | i | 1.4 | i | 54 |
| Cc1c(Cl)cnc(NC(=O)CSc2n[nH]c(N)n2)c1Cl | i | 0.5 | i | 15 |
| C[C@@H]1COC(=O)[C@@H](Cc2ccc(F)cc2)C/C=C\C[C@@H](CC(=O)N(CCO)Cc2ccccc2)C(=O)N1 | i | 1.5 | i | 5 |

Not all compounds are listed; rates above refer to the full screens.
